# Screening results: PubChem BioAssay, National Center for Advancing Translational Sciences (NCATS)
# UDG counterscr: blocks uracil-DNA glycosylase in AID counter-screen | FRET deamination/UDG coupled assay, UDG read, 4 h | Potency, µM (titrated, usually from 115 µM), for inactives: at the top dose activity change, negative = inhibition, usual class: inhibitors | 0.14% of 91,000 active; note: nearly all actives have a fitted effect of over 65% in size
# AID inhibitor: blocks human AID cytidine deaminase activity; AID deamination FRET fluorescence, UDG-coupled, 4 h; Potency, µM (top dose mostly 115 µM), without a hit: top-dose activity change, negative = inhibition, usual class: inhibitors; 0.32% of 91,000 active; note: nearly all actives have a fitted effect of over 25% in size
# Target sequence (Q9GZX7 whole entry, looked up): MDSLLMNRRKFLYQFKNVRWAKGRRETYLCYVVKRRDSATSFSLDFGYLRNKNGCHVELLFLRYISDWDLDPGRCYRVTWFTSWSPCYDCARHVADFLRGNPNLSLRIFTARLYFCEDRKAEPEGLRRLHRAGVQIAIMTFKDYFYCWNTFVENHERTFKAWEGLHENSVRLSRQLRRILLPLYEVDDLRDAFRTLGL
# * hit, by the source's call; ? = inconclusive; [ ] = another dose, or the depositor's remark. Calls come from the whole dose curve; as a rule, active = well fitted curve in the direction sought with a large enough effect; inconclusive = small, poorly fitted or top-dose-only effect, or another doubt; inactive = no such curve, though single readings can be large; an effect the other way counts as inactive or inconclusive. % is set by controls: 0 for no effect and ±100 for the full control effect; potency is the fitted concentration of half-maximal effect.
SMILES,UDG counterscr,AID inhibitor
COC(=O)CCc1sc(Nc2ccc(F)c(F)c2F)nc1-c1ccc(OC)cc1,-1%,5%
CCc1ccccc1NC(=O)N1CCOc2ccccc21,-15%,4%
CCCCn1nc(C(=O)N2CCN(c3ccccc3)CC2)c2ccccc2c1=O,-9%,-24%
Cc1c(C(=O)Nc2ccc(S(=O)(=O)N(C)C)cc2)oc2c(Cl)cccc12,-3%,-3%
O=[N+]([O-])c1ccccc1/C=N/NS(=O)(=O)c1ccccc1,-1%,7%
Cc1cc(OCC(=O)Nc2nc3ccccc3[nH]2)c2c(C)cc(=O)oc2c1,0%,-8%
CN(C)c1ncc(C(=O)NCc2ccc(Cl)cc2)cn1,-26%,12%
CC(=O)Nc1cc(C(=O)NCc2ccc(C)cc2)ccc1S(=O)(=O)c1ccc(Cl)cc1,5%,24%
CCCC(=O)Oc1ccc2c(=O)c(Oc3ccccc3Br)c(C(F)(F)F)oc2c1,2%,-10%
CN(CCOc1ccc(Cl)cc1)Cc1cc(=O)oc2cc(O)c(Cl)cc12,4%,-8%
O=C(NCCc1ccccc1)C(=O)NCC(c1cccnc1)N1CCN(c2ccccc2)CC1 (stereo not given),1%,-3%
CCCC(C)NC(=O)CN(c1cccc(OC)c1)S(C)(=O)=O (stereo not given),-3%,0%
CCC(=O)NCc1cc(-c2nn(C)c(=O)c3ccccc23)ccc1OC,-1%,3%
CCCC(=O)Oc1ccc2c(=O)c(Oc3cc(C)cc(C)c3)c(C(F)(F)F)oc2c1,2%,?
Nc1nccnc1C(=O)NCCc1ccc(F)cc1,2%,3%
Cc1cccc(-c2nc(N3CCN(c4ccc(F)cc4)CC3)c3ccccc3n2)c1,-15%,-15%
Cc1noc(Cn2cc(S(=O)(=O)N(C)C)ccc2=O)n1,-5%,-1%
NC(=O)c1cc(S(=O)(=O)N2CCN(c3cccc(C(F)(F)F)c3)CC2)cs1,-6%,-3%
COc1ccc(C)cc1NC(=O)Cn1c(=O)cc(C)c2c(C)nn(C)c21,-10%,-11%
O=S(=O)(c1ccc(F)cc1)N1CCC(Oc2ccc(-n3cnnn3)cc2)CC1,6%[57.5 µM],26%
CC(C)c1ccc(-c2nc3cc(NC(=O)c4cccnc4)ccc3o2)cc1,-12%,-14%
CCOCCCNCc1ccc(F)cc1,1%,-3%
COCCNc1ncnc2onc(-c3ccc(F)cc3)c12,5%,-15%
O=C(CSc1nc(-c2cccs2)nc2cc(=O)[nH]n12)Nc1ccccc1,-2%,-16%
Cc1ccc(-c2cc(C(=O)NCc3ccccc3)c3ccccc3n2)o1,3%,38%[activator]
CCCCn1c(=O)[nH]c(=O)c2c1nc(COC(=O)c1ccccc1C(F)(F)F)n2CC,8%,-9%
C=CCNC(=S)N/N=C/c1ccc(Cl)cc1Cl,0%,-11%
CC1(C)CC(=O)c2cc(-c3nc(-c4ccc(Cl)cc4)cs3)c(=O)n(-c3ccc(Cl)cc3)c2C1,-6%,-3%
Fc1nc(F)c(F)c(Sc2cccc3cccnc23)c1F,4%,7%
COc1ccc(CCNc2nc3c(c(=O)n(C)c(=O)n3C)n2Cc2ccccc2Cl)cc1OC,-8%[57.5 µM],-5%[57.5 µM]
COC(=O)C(Cc1ccc(O)cc1)NC(=O)c1nn(C)c(=O)c2ccccc12 (stereo not given),-6%,-2%
CC(C)(C)c1nnc(Nc2ccc(Br)cc2)[nH]c1=O,4%,4%
Cc1ccc(SCc2nc(-c3ccc(C(=O)NCc4cccnc4)cc3)oc2C)cc1,8%,-12%
Cc1ccc(NC(=O)c2ccc(=O)n(CC(=O)Nc3cc(C)cc(C)c3)n2)cc1,0%,4%
Cc1ccc(CNC(=O)Cn2cc3c(n2)-c2c(oc(C(=O)N4CCOCC4)c2C)CC3)cc1,3%,182%[activator]
COc1ccc(-n2cc(-c3ccc4c(c3)OCO4)n(CC(=O)Nc3cccc(C)c3)c2=O)cc1,-4%,-15%
Cc1c(Cl)cccc1NC(=O)CCS(=O)(=O)c1cccc2nsnc12,-4%,19%
CCOC(=O)c1c(S(=O)(=O)NCC(=O)Nc2cccc(SC)c2)c(C)n(C)c1C,83%[activator],11%
CS(=O)(=O)N(CC(=O)Nc1ccc(Br)cc1)c1cccc(Cl)c1Cl,-22%,-20%
Cc1ccc(NC(=O)C2=C(c3ccccc3)NC(=S)NC2c2ccc(Br)cc2)cc1 (stereo not given),8%,-8%
CCNC(=S)NC1CC(C)(C)NC(C)(C)C1,-3%,-9%
COc1ccc(-c2cnn3c(C)cc(C)nc23)cc1S(=O)(=O)NCc1ccc(F)cc1,-8%,-14%
Nc1nccnc1C(=O)NCc1cccc(C(F)(F)F)c1,-4%,1%
CCC(CC)NC(=O)Cc1cccs1,-1%,0%
Cc1cc(=O)oc2c(C)c(OCC(=O)c3ccccc3)ccc12,8%,3%
CCN(CC)C(=O)CSc1nn(CC)c2nc3c(c(=O)n12)C(C)(CC)Cc1ccccc1-3 (stereo not given),-6%,-21%
CC(=O)N1CCCc2cc(S(=O)(=O)N3CCC(C(=O)NC4CCCCC4)CC3)ccc21,7%,9%
O=S(=O)(c1ccc(SCc2cc(Cl)c3c(c2)OCCCO3)nc1)N1CCOCC1,-19%,-16%
COc1ccc(OC)c(CNC(=O)C(C)n2c(C)c3cnn(-c4ccccc4)c(=O)c3c2C)c1 (stereo not given),-1%,12%
Cc1ccc(CO)cc1Nc1ncnc2onc(-c3ccc(F)cc3)c12,-16%,-6%

# Complete entries as entered above:
# Cc1ccc(CO)cc1Nc1ncnc2onc(-c3ccc(F)cc3)c12 as listed: UDG counterscr = -16%; AID inhibitor = -6%
# CCN(CC)C(=O)CSc1nn(CC)c2nc3c(c(=O)n12)C(C)(CC)Cc1ccccc1-3 (stereo not given) as listed: UDG counterscr = -6%; AID inhibitor = -21%

# Following part.
SMILES,UDG counterscr,AID inhibitor
C#CCN(CC(=O)NC(=O)NCC=C)C1CCc2ccccc21 (stereo not given),-5%,4%
COc1cccc2cc(-c3nc(Nc4cccc(C)c4)sc3C)c(=O)oc12,3%,8%
CC(=O)c1ccc(NC(=O)c2cnn(-c3cccc(F)c3)c2-n2cccc2)cc1,-13%,4%
CCOC(=O)c1ccc(NC(=O)C2CCCN(c3ncnc4onc(-c5ccc(F)cc5)c34)C2)cc1 (stereo not given),-6%,-29%
O=C(NCCc1csc(-c2cccc(F)c2)n1)c1ccccc1C(F)(F)F,14%,7%
CC(C)C(=O)N1CCC(C(=O)Nc2cccc(OCC3CCCO3)c2)CC1 (stereo not given),3%,-3%
CCOC(=O)c1ccc(OCC2c3cc(OC)c(OC)cc3CCN2C(=O)Cc2ccc(OC)c(OC)c2)cc1 (stereo not given),-7%,93%[activator]
CCOC(=O)c1cnc2c(C)cc(C)cc2c1NCCN(C)C,-5%,-11%
COc1ccc(-c2nc3ccccc3o2)cc1NC(=O)COc1cc(C)cc(C)c1,-12%,22%
COc1ccc2c(ccn2CC(=O)Nc2ccc3c(c2)OCCO3)c1,3%,5%
O=C(Cc1ccc(F)cc1)OCc1cc(-c2ccccc2)no1,-9%,-5%
COc1ccc(NC(=O)C(=O)NC(C)C)cc1N1CCCCS1(=O)=O,-9%,2%
CCOc1ccccc1N1CC(c2nc3ccccc3n2CCCCOc2cc(C)ccc2C)CC1=O (stereo not given),-10%,-2%
CSc1ccccc1C(=O)OCC(=O)NCc1cccs1,20%,-11%
Cc1nc(Nc2nc(CSc3ccc(Cl)cc3)cc(=O)[nH]2)nc2ccccc12,7%,-2%
CC1CCC(C(C)C)C(OC(=O)COC(=O)c2c(F)cccc2Cl)C1 (stereo not given),0%,-3%
CC1=C(C(=O)Nc2ccccc2C)C(c2ccncc2)n2nc(SCc3ccccc3Cl)nc2N1 (stereo not given),-5%,?
O=C(Cc1cccc2ccccc12)Nc1cccc2ncccc12,7%,9%
COc1ccc(OCC(=O)N2CCN(C(=O)c3ccc(OC)cc3)CC2)cc1,25%,14%
CCCCN(CC)CCCNC(=O)CCN1N=C(c2ccc(OC)cc2)CCC1=O,0%[57.5 µM],7%

# Fetched by compound from the list above:
SMILES,UDG counterscr,AID inhibitor
CCOc1ccccc1N1CC(c2nc3ccccc3n2CCCCOc2cc(C)ccc2C)CC1=O (stereo not given),-10%,-2%
CC1CCC(C(C)C)C(OC(=O)COC(=O)c2c(F)cccc2Cl)C1 (stereo not given),0%,-3%
COc1ccc(OCC(=O)N2CCN(C(=O)c3ccc(OC)cc3)CC2)cc1,25%,14%
O=C(Cc1ccc(F)cc1)OCc1cc(-c2ccccc2)no1,-9%,-5%
CCCCN(CC)CCCNC(=O)CCN1N=C(c2ccc(OC)cc2)CCC1=O,0%[57.5 µM],7%
Cc1nc(Nc2nc(CSc3ccc(Cl)cc3)cc(=O)[nH]2)nc2ccccc12,7%,-2%

# Additional entries.
SMILES,UDG counterscr,AID inhibitor
O/N=C\c1ccc(OCc2ccccc2Cl)cc1,-5%,-12%
CC1CN(C(=O)N2CCC(C(=O)NCc3cccs3)CC2)c2ccccc2O1 (stereo not given),41%[activator],0%
COc1ccc(OC)c(NC(=O)Cc2sc(C)nc2-c2cccs2)c1,-13%,3%
Cc1ccccc1CNC(=O)c1ccc2c(c1)N(Cc1ccccc1)CCS2,-6%,-10%
O=C(NCc1cccnc1)C(F)(F)C(F)(F)C(F)(F)F,-2%,10%
O=C(Nc1ccc(NCc2ccccc2)c(Cl)c1)c1cc[n+]([O-])cc1,-2%,-7%
CCCCC(CC)CNC(=O)CN(C)S(=O)(=O)c1ccc2c(c1)c(=O)n(C)c(=O)n2C (stereo not given),-1%,11%
COc1ccc(-n2c(=O)c3ccccc3n(Cc3ccccc3C)c2=O)c(OC)c1,-2%,-19%
Cc1ccc(S(=O)(=O)N2CCCN(c3nnnn3-c3ccccc3)CC2)cc1,2%,3%
O=C(CNc1nc(-c2ccccc2)nc2ccccc12)N1CCCC1,-6%,-3%
O=C(Nc1ccc2nc(SCC(=O)N3CCCC3)sc2c1)c1ccccc1F,3%[57.5 µM],18%
O=C(COC(=O)c1c[nH]c2ccccc12)Nc1ccccc1,-4%,-6%
Cc1nn(C(=O)c2cccc(F)c2)c(C)c1S(=O)(=O)N1CCOCC1,-1%,-4%
O=C(NCCc1ccc(Cl)cc1)C(=O)NCC(c1ccc2c(c1)OCO2)N1CCOCC1 (stereo not given),-3%[57.5 µM],4%
Cc1nn(S(=O)(=O)c2ccc(F)cc2)c(C)c1S(=O)(=O)N1CCCCCC1,3%,45%[activator]
CCCCCNC(=O)c1c[nH]c2ccc(S(=O)(=O)N3CCC(C)CC3)cc2c1=O,-10%,12%
Cc1ccc(NC(=O)CN2C(=O)C(c3ccc(C)cc3)=NC23CCCCCC3)cc1,-8%,20%
O=C(CSc1nc2nc[nH]c2c(=O)[nH]1)Nc1ccc(Br)cc1,20%,-7%
Cc1nn2c(=O)cc(COC(=O)c3ccccc3NC(=O)C3CCCCC3)nc2s1,-1%,12%
CCN(CC)C(=O)/C=C/c1cccs1,-3%,7%
CC(C)CNC(=O)C(=O)NC1CC(C)(C)NC(C)(C)C1,4%,3%
CC1=C(C(=O)NCc2ccc(C)cc2)C2(CCCCC2)OC1=O,7%,6%
O=C(Nc1oc2ccccc2c(=O)c1-c1ccc2c(c1)OCO2)c1ccccc1,-3%,3%
Cc1ccc(/C=C/C(=O)O)cc1,10%,10%
COc1cccc(-n2c(=O)c3c(C)c(C)sc3n(Cc3ccccc3C#N)c2=O)c1,0%,-1%
Cn1nc(C(=O)N2CCOCC2)cc1C(=O)Nc1cc(Cl)cc(Cl)c1,9%,-3%
CCn1cnc2c1c(=O)n(CC(=O)OC)c(=O)n2Cc1ccccc1,-4%,0%
CCOC(=O)C1CCN(C(=O)c2c(C)nn(-c3ccc(F)cc3)c2-n2cccc2)CC1,-3%,18%
Cc1ccc(CN2CCSc3ccc(C(=O)N4CCN(c5ccc(Cl)cc5)CC4)cc32)cc1,6%,-13%
Cc1ccc(C(=O)Nc2ccc3[nH]c(=O)c(=O)[nH]c3c2)cc1,-4%,14%
Cc1cc(NC(=O)N2CCC(CN3CCCCCC3)CC2)ccc1Br,-13%,-26%
CCN(CC)S(=O)(=O)c1ccc(NC(=O)CN(c2ccccc2)S(C)(=O)=O)cc1,9%,0%
O=C(Nc1ccccc1Cl)c1nn(Cc2ccccc2)c(=O)c2ccccc12,-5%,5%
COc1ccc(NC(=O)Cc2c(C)c3c(OC)cc(C)cc3oc2=O)c(OC)c1,4%,1%
Cc1ccc(CN(Cc2ccco2)c2cnc(S(C)(=O)=O)nc2C(=O)Nc2ccccc2Br)o1,-5%,8%
COc1ccc(OC)c(-n2c(=O)[nH]c3cc(C(=O)NCCc4ccc(OC)c(OC)c4)ccc3c2=O)c1,2%,-5%
COc1ccc(N2C(=O)CSC23C(=O)N(CC(=O)Nc2ccccc2F)c2ccccc23)cc1 (stereo not given),-6%,-30%
COc1cccc(Cn2nnc3c(=O)[nH]c(C4CCN(C(=O)c5ccccc5Cl)CC4)nc32)c1,-10%,?
O=C(O)C12CC3CC(CC(Br)(C3)C1)C2,4%,8%
CC(C)Cc1noc(CN2CCC(c3nc4cc(Cl)ccc4o3)CC2)n1,-2%,-11%
CCOc1ccc(-c2noc(-c3nnn(-c4cc(C)ccc4C)c3N)n2)cc1,4%,4%
O=C(COCc1nc2ccccc2c(=O)[nH]1)Nc1nc(-c2ccc3c(c2)CCC3)cs1,-3%,-7%
Cc1nc(NC(=O)C(C)Sc2nnc(-c3cccc(F)c3)n2C)sc1C (stereo not given),17%,-7%
CNC(=S)N/N=C/c1ccc(F)cc1F,-13%,-5%
CCN(CC)C(CNS(=O)(=O)c1ccc(C)cc1)c1ccsc1 (stereo not given),0%,-1%
CCOc1ccc(OCC(=O)NCCS(=O)(=O)N2CCN(c3ccccc3F)CC2)cc1,-3%,6%

# Not all compounds are listed. The share of hits here may be higher or lower than overall.
